Integrin act MD = activators of alpha7 integrin expression for muscular dystrophy; Potency, µM (doses to about 38.3 µM), for the others: top-dose activation, usual class: activators; AID 624291; alpha7betagal myoblasts, beta-gal FDG fluorescence, 48 h; 350,000 compounds, 0.064% hits;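 note: potency is the fitted concentration of half-maximal effect; 100% = response of the positive control SU9516; nearly all actives have a fitted effect of over 60% in size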
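Alpha7betagal+/- myoblasts (passage 13) were plated 16-24 hr, then exposed to compounds (1:260 dilution of DMSO stock) for 48 hours at 37C. After MPER lysis, β-galactosidase reporter activity was read as FDG fluorescence (ex 480/em 540) after 30 minutes.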
A-T KAP1 phos = potential ataxia-telangiectasia treatments restoring KAP-1 phosphorylation; Potency, µM (titrated, usually from 57.5 µM), inactives show at the top dose activation, actives largely listed as activators; […] A-T fibroblasts, KAP-1 phosphorylation AlphaLISA; neocarzinostatin DNA damage 30 min before lysis; 320,000 compounds, 0.19% hits; note: potency is the fitted concentration of half-maximal effect; % of control where 0% means no effect; nearly all actives have a fitted effect of over 45% in size
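ATM-like activity read as KAP-1 phosphorylation via AlphaLISA donor/acceptor antibody pairs after lysis and 6 hr at 25C. Cells were ATM-null patient fibroblasts ([…], hTERT), dosed 60 min, then exposed to the DSB inducer NCS for 30 min.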
PTAP TSG101 blk = blocks PTAP/TSG101 interaction to inhibit HIV-1 budding. Q99816. Fluorescence polarization, FITC-PTAP peptide / Tsg101 binding. Potency, µM (highest dose often 115 µM), for inactives: at the highest dose activity change, negative = inhibition, usual class: inhibitors. 340,000 tested, under 10 active; active = well fitted inhibition curve with a large enough effect in the main read-out, with a control signal flat, not every such curve was filed as active; inconclusive = small, poorly fitted or top-dose-only effect, or effect the other way, or a change in a side signal; inactive = no such curve, though single readings can be large or run the other way; note: potency is the fitted concentration of half-maximal effect; % of control where 0% means no effect
Target sequence (Q99816 whole entry, looked up): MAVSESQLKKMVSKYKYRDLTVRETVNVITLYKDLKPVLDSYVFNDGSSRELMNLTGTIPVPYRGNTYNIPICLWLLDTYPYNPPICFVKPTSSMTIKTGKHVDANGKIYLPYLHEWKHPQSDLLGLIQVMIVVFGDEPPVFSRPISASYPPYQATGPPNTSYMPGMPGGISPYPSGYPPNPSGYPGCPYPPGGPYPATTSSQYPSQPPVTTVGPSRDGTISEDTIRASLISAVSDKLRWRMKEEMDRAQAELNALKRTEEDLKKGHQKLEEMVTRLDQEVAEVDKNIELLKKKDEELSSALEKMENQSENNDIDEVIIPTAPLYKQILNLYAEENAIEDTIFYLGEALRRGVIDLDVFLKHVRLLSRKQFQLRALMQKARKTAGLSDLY
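Fluorescence anisotropy tracks displacement of a FITC-tagged PTAP peptide (50 nM) from the Tsg101 binding domain (10 uM), following a 20 min room-temperature incubation at pH 7.5.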
TCR act = T cell receptor activation; primary human leukocytes, anti-CD3, IL-2 HTRF, 48 h; AID 504894; Potency, µM (titrated, usually from 9.22 µM), for inactives: top-dose activation of IL-2 secretion, hits mostly activators; 330,000 tested, under 10 active; note: % of control where 0% means no effect
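Readout: HTRF IL-2, Eu-cryptate/d2 antibody pair, 320nm excitation, 665nm emission. Stimulus: a-CD3 beads, no co-stimulation. Cells: primary human leukocytes. Exposure: 48 hr with compound.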
Tb PFK block = blocks T. brucei phosphofructokinase | O15648 | T. brucei PFK, ADP-Glo luminescence | Potency, µM (series often up to 57.5 µM), for inactives: at the highest dose activity, negative = inhibition, usual class: inhibitors | 330,000 compounds, 0.17% hits;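 note: potency is the fitted concentration of half-maximal effect; 0% = uninhibited 1x PFK enzyme wells and -100% = no-enzyme wells; nearly all actives have a fitted effect of over 60% in size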
Target sequence (O15648 whole entry, looked up): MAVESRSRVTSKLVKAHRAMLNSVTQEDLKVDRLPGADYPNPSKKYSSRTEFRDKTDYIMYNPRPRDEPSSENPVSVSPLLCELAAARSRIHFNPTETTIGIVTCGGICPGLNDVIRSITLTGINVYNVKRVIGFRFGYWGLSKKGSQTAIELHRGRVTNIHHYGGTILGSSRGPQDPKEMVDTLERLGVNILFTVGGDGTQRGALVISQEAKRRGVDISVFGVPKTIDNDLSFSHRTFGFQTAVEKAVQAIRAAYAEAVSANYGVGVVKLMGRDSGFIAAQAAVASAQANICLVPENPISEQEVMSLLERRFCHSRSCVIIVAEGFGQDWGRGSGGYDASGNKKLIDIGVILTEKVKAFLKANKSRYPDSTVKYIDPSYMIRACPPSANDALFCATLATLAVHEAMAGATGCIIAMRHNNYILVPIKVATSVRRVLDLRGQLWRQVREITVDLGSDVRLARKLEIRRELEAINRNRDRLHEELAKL
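Compounds were pin-transferred as a titration series up to 57 uM into substrate buffer (0.5 mM F6P, 0.1 mM ATP, pH 8.0), then 1.25 nM PFK was added and reactions ran 45 min before ADP-Glo detection.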
ELG1 repair inh = inhibitors of ELG1-dependent DNA repair in HEK293T cells. 330,000 compounds, 2.3% hits. Potency, µM (titrated, usually from 46.1 µM), without a hit: at the top dose activity change, negative = inhibition, hits mostly inhibitors. HEK293T ELG1-luciferase reporter, luminescence, 16 h; DNA damage induced by 5-fluorouridine; note: potency is the fitted concentration of half-maximal effect; % is set by controls: 0 for no effect and ±100 for the full control effect; nearly all actives have a fitted effect of over 55% in size
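In this reporter screen, reduction of luminescence relative to DMSO vehicle indicated activity. Compounds and 5-fluorouridine were added together to 2,000 cells per well, incubated for 16 hr at 37 °C, then developed with ONE-Glo.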
S-ASM inh = human S-ASM enzyme inhibition | P17405 | placental ASM, HMU-PC fluorogenic substrate, 60 min | Potency, µM (top dose mostly 57.5 µM), inactives show at the highest dose activity change, negative = inhibition, most hits filed as inhibitors | 340,000 compounds, 0.006% hits | AID 504937; note: potency is the fitted concentration of half-maximal effect
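Fluorogenic HMU-PC substrate (9 uM final) is turned over by placental ASM in 60 min at 37 C after a 10 min compound preincubation. Reaction ended by alkaline stop (pH 10), with fluorescence read at 386/447 nm.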
TSHR antagonist = blocks TSH signaling through the human TSH receptor; activity change, negative = inhibition, % at 11.5 µM; TSHR-expressing cells, TSH-stimulated cAMP HTRF, 2 h; active compounds read low; P16473; 330,000 compounds, 0.2% hits;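 active = activity change below a set negative limit, meaning inhibition stronger than a set level, cut at about -70% in these data; inconclusive = activity change between two set negative limits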; note: % is set by controls: 0 for no effect and ±100 for the full control effect
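Read-out is FRET at 665 nm (cryptate excitation 337 nm) from a cryptate-tagged anti-cAMP antibody, competed by cell cAMP against cAMP-d2. Compounds are tested on freshly harvested TSHR cells challenged with 4nM TSH (EC80) for 2 hours at 37 deg C.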
Eya2 inh = blocks the phosphatase activity of human Eya2 | recombinant Eya2, OMFP fluorescence dephosphorylation (OMFP is methylfluorescein phosphate) | Potency, µM (titrated, usually from 76.9 µM), for the others: at the top dose activity, negative = inhibition, hits mostly inhibitors | 330,000 compounds, 0.006% hits; note: potency is the fitted concentration of half-maximal effect; % is set by controls: 0 for no effect and ±100 for the full control effect
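Eya2 protein (added as 0.2 uM solution) was preincubated with compound for 10 min at ambient temperature in 50 mM HEPES pH 7.5, 50 mM NaCl, 5 uM MgCl2, 0.05% BSA, 1 mM DTT. OMFP (added at 50 uM) then reacted 10 min; fluorescence read at 485/525 nm.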
Mito fusion act = blocks mitochondrial division or promotes mitochondrial fusion; S. cerevisiae fusion-defective mutant growth rescue, CellTiterGlo 48 h; Potency, µM (doses to about 46.1 µM), for the others: at the top dose growth rescue (activation), actives largely listed as activators; 320,000 compounds, 0.23% hits;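 note: potency is the fitted concentration of half-maximal effect; % of control where 0% means no effect; nearly all actives have a fitted effect of over 45% in size; temperature-sensitive fusion mutants such as fzo1-1 at 37 °C on non-fermentable ethanol glycerol medium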
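Luminescent cell viability in 1536-well qHTS format served as the measure of rescued growth in ts fusion-mutant S. cerevisiae cultured on non-fermentable YPEG for 48 hours at 37C.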
BCR signal inh = blocks chronic active B-cell receptor signaling | ABC-DLBCL IkBa-CBG/CBR reporter, luminescence ratio, 4 h | Potency, µM (highest dose often 46.1 µM), inactives show top-dose ratio change, negative = lower green/red ratio, hits mostly inhibitors | 340,000 compounds, 0.05% hits; active = well fitted inhibition curve with a large enough effect in the signal ratio, with a control signal flat, not every such curve was filed as active; inconclusive = small, poorly fitted or top-dose-only effect, or effect the other way, or a change in a side signal; the % refers to the signal ratio;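 note: potency is the fitted concentration of half-maximal effect; plate controls were basal doxycycline-induced cells for no effect and cells given 10 µM MG132 for full effect; MG132 reads +100%, hits lower the ratio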
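Doxycycline induced both beetle luciferases in TMD8 lymphoma cells; IKK-driven degradation limits the IkappaBalpha-fused green signal, while red luminescence normalises for cell number and nonspecific effects. Compounds tested up to 46 uM, 4 hrs.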
* = called active by the depositor; ? = inconclusive; · = no result given; [ ] = dose if it differs, or a comment. Unless noted, calls come from the whole dose curve; as a rule, active = well fitted curve in the direction sought with a large enough effect; inconclusive = small, poorly fitted or top-dose-only effect, or another doubt; inactive = no such curve, though single readings can be large; an effect the other way counts as inactive or inconclusive. Random draw from the library. About 3.2% of those tested had a hit in this group.

SMILES | Integrin act MD | A-T KAP1 phos | PTAP TSG101 blk | TCR act | Tb PFK block | ELG1 repair inh | S-ASM inh | TSHR antagonist | Eya2 inh | Mito fusion act | BCR signal inh
Cc1ccccc1NC(=O)C1CCCN(c2nnc(N3CCCC3=O)s2)C1 (stereo not given) | 16% | 1% | -3% | 8% | 2% | 0% | -3% | 2 | ? | 1% | 0%
CNc1ccc(Br)cc(C(=O)/C=C/c2cc(OC)ccc2OC)c1=O | -70%[inhibitor] | 6% | 0% | 1%[46.1 µM] | -4% | ? | -13% | -20 | -21% | 16% | ?
CN(Cc1ccccc1)C(=O)COC(=O)c1ccc(-n2cnnn2)cc1 | -2% | 0% | -4% | 5% | 0% | 4% | -1% | 2 | 19% | 0% | 2%
COC(=O)C1=CN(c2ccc(F)cc2)C=C(C(=O)OC)C1c1cccc([N+](=O)[O-])c1 | 27% | 20% | -1% | 1% | 19% | -11% | -1% | -36 | -2% | -23% | ?
COc1ccc(CNC(=O)COC(=O)c2cc(-c3cccs3)nc3ccccc23)cc1OC | 14% | 9% | -10% | -5% | 3% | ? | 291%[activator] | -6 | -7% | -2% | -5%
O=C(CSc1ccccc1F)NC(=O)NCc1ccco1 | 1% | -8% | -7% | 7% | -8% | 1% | 15% | 12 | -7% | -2% | 5%
Cc1cc(Nc2c(C)n(C)n(-c3ccccc3)c2=O)n2c(nc3ccccc32)c1C#N | -26% | 2% | -2% | -6% | 0% | -5% | 29% | 25 | 6% | -18% | ?
COc1ccc(CCNC(=O)CS(=O)Cc2nc(-c3ccc(C)cc3)oc2C)cc1OC (stereo not given) | -36% | 14% | -5% | -2% | -3% | -8% | -2% | 7 | 0% | 0% | -1%
Cc1ccc(C)c(S(=O)(=O)N2CCN(C(=O)C3CCN(C(=O)c4ccc(F)cc4)CC3)CC2)c1 | -11% | 2% | -2% | 1% | 0% | ? | 2% | -10 | -14% | 2% | -8%
COc1ccccc1NC(=O)NCCCl | -29% | -3% | -2% | 4%[46.1 µM] | -3% | -2% | 0% | 27 | 6% | 1% | 8%
COc1ccc(NC(=O)C2CCCN(C(=O)Nc3cccc(OC)c3)C2)cc1 (stereo not given) | ? | -4% | 0% | 0% | -11% | -2% | -2% | 3 | -3% | -4% | 4%
Nc1nc2cc(S(=O)(=O)NC3=NCCCCC3)ccc2s1 | 0% | -68%[inhibitor] | -3% | 3% | -2% | -1% | -1% | 21 | -2% | -9% | -4%
CC(=O)N/C(=C\c1ccccc1)C(=O)OCc1ccc(F)cc1 | 11% | 1% | -5% | -7% | -3% | -3% | 0% | 54 | -3% | 4% | -2%
CCOC(=O)c1sc(NC(=O)c2cncc(Br)c2)nc1C | · | -1% | · | 4%[46.1 µM] | -3% | ? | · | -10 | 13% | -6% | ?
C[C@@]12C(=O)Nc3ccc(F)cc3C(=O)N1[C@H]1c3cc(Cl)ccc3OC[C@@H]1[C@@H]2c1ccccc1 | -14% | -2% | -3% | 2% | 1% | -20% | -21% | -20 | 20% | · | ?
COc1cccc(N2CC(C(=O)N3CCC4(CC3)CC(=O)c3ccccc3O4)CC2=O)c1 (stereo not given) | 15% | 10% | 1% | 0% | -2% | ? | -5% | 25 | 10% | 7% | -8%
CCNC(=O)C(=O)c1c(-c2ccccc2)[nH]c2ccccc12 | 25% | 1% | -11% | 2% | -6% | 8% | -1% | 5 | -7% | -6% | 0%
O=C(c1ccc(CN2CCOCC2)cc1)N1CCN(c2cccc(Cl)c2)CC1 | -3% | 3% | -1% | 2% | -9% | -3% | -1% | 1 | 5% | -8% | 22%
COc1ccc(-c2ccc(N(C)C)cc2)cc1[C@H]1[C@H]2C=CC[C@@H](C)[C@@H]2C(=O)N1Cc1ccccc1 | -6% | -13% | 1% | 0% | 7% | 5% | 7% | 2 | -2% | -33%[inhibitor] | 2%
O=C(NN=C1CCCCCC1)c1ccc(Br)o1 | 5% | -2% | -1% | 5%[46.1 µM] | 2% | 26% | 3% | -2 | -6% | -4% | ?
Cc1cc2oc(=O)cc(CSc3nnc(C)n3N)c2cc1C(C)C | 10% | · | -2% | 2% | 1% | 7% | 3% | 4 | -11% | 2% | -1%
COc1ccc(NS(=O)(=O)c2cc(C(=O)OC(C)C(=O)N3CCOCC3)ccc2Cl)cc1 (stereo not given) | 12% | -2% | 0% | 13% | 1% | 2% | -1% | -2 | -13% | 3% | 0%
O=C(Nc1ccc2nc(N3CCOCC3)sc2c1)c1ccccc1 | -43% | 17% | 1% | 6% | -8% | -2% | -1% | -1 | -20% | 4% | ?
C1CCCN(c2nc3nonc3nc2N2CCCCCC2)CC1 | -1% | 6% | 1% | -3% | 5% | 14% | -1% | 9 | -23% | -1% | 0%
O=C(Cn1c(O)c(/C=C2\C=Nc3ccccc32)sc1=O)Nc1ccc2c(c1)OCO2 | 4% | -2% | -9% | -2% | 4% | 29% | 3% | 20 | 8% | -3% | 1%
(cont.)
SMILES | Integrin act MD | A-T KAP1 phos | PTAP TSG101 blk | TCR act | Tb PFK block | ELG1 repair inh | S-ASM inh | TSHR antagonist | Eya2 inh | Mito fusion act | BCR signal inh
O=C(COC(=O)c1nc(Cl)c(Cl)c(Cl)c1Cl)c1ccc[nH]1 | -52%[inhibitor] | -27% | -4% | -9% | 0% | ? | 4% | 4 | -10% | -2% | ?
CCN(Cc1cc2ccccc2[nH]c1=O)C(=O)C(C)C | 0% | 4% | -2% | 6% | 3% | -2% | 0% | -1 | -2% | 5% | -2%
Cc1cc(NS(=O)(=O)c2ccc(NC(=O)C3CCCCC3)cc2)no1 | -54% | 1% | -10% | -3% | 5% | 7% | 5% | 8 | 4% | 4% | 2%
Cc1cccc(NC(=O)c2cc(-c3ccc(C)c(C)c3O)n[nH]2)c1 | -49%[inhibitor] | 2% | -1% | -2% | 5% | ? | -1% | 2 | -2% | 1% | ?
Cc1cc(C)cc(N2C(=O)CN(Cc3sccc3C)C2=S)c1 | -13% | 4% | -2% | 2%[46.1 µM] | 2% | 5% | -1% | 5 | -14% | ? | 3%
O=C(CSc1nc(SCC(=O)NCc2ccccc2)n(-c2ccccc2)n1)NCc1ccccc1 | 10%[7.66 µM] | 0% | -1% | · | -5% | ? | -1% | 0 | 13% | 1% | ?
COc1ccc(OCC(O)COc2ccc(C(=O)O)cc2)cc1 (stereo not given) | 2% | 0% | -9% | 2% | 0% | 9% | 0% | 4 | 4% | -1% | 4%
CCOC(=O)c1cccc(NC(=O)CN2C(=O)C3CC=CCC3C2=O)c1 (stereo not given) | -7% | -1% | 0% | -4% | -6% | 0% | -2% | -5 | -1% | -2% | 7%
COc1cc(O)c(C(CCN2CCCCC2)c2cc(OC)c(OC)c(OC)c2)c(OC)c1 (stereo not given) | 7% | -59%[inhibitor] | -3% | 3% | -2% | 19% | -5% | 4 | -2% | -5% | 1%
Cc1cccc2sc(NC(=O)CCNC(=O)c3ccco3)nc12 | -6% | -1% | 2% | 12% | -6% | ? | 1% | -6 | 3% | -5% | ?
CCOc1cc(/C=C2\N=C3CCCCCN3C2=O)ccc1O | -17% | -8% | 21% | 11% | -1% | ? | -10% | 1 | 6% | -6% | -10%
COC(=O)c1ccc(N2CCN(C)CC2)c(NC(=O)COc2ccccc2Cl)c1 | 19% | 13% | -3% | -9% | -1% | ? | -20% | · | -21% | 13% | -10%
CCCC(=O)NCCc1cc2cc(C)c(C)cc2[nH]c1=O | 3% | -1% | -3% | -3% | 4% | 1% | 3% | 1 | 1% | -2% | -5%
CC1CCN(C(=O)Cn2c(=O)oc3cc(S(=O)(=O)N4CCCCC4)ccc32)CC1 | 14% | -1% | 3% | 6% | -6% | -1% | -1% | 38 | 4% | -1% | 0%
O=C(NNS(=O)(=O)c1ccc(F)cc1)c1cccc(O)c1 | -9% | 0% | -2% | · | -2% | -5% | -2% | 6 | -7% | 1% | -5%

Compound activity (PubChem)
